PLK1 PBD inh – blocks phosphopeptide binding to human Plk1 polo box domain. P53350. Plk1 PBD phosphopeptide binding, fluorescence polarization. inhibition, %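 (tested at about 20 µM)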. 0.13% of 97,000 active; in the data active means inhibition above about 34%, passing the limit was not always enough
Target sequence (P53350 whole entry, looked up, the tested form may be a part): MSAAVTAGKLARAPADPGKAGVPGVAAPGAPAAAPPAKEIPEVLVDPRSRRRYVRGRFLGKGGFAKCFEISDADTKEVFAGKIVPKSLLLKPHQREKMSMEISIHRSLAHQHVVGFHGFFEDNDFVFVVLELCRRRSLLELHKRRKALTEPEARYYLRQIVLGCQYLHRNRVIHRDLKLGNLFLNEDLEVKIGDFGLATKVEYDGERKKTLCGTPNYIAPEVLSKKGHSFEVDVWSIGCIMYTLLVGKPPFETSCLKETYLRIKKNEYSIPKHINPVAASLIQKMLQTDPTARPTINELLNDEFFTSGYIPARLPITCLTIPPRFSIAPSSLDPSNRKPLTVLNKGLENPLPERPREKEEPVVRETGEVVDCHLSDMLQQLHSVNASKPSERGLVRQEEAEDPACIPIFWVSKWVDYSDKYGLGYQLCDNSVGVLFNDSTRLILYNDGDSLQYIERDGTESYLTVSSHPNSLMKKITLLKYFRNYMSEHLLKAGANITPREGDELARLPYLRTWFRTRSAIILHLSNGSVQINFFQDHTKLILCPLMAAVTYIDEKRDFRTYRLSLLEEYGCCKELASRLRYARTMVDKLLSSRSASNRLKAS
sEH inhibitor – blocks human soluble epoxide hydrolase activity; recombinant human sEH enzymatic activity assay; 0.34% of 91,000 active; inhibition, % at 2 µM; in the data active means inhibition above about 80%; further: values of inactives mirror those of a sister screen read the other way; many of its hits are not listed in these tables
VCAM1 TNFa inh – reduces TNF alpha induced VCAM1 expression in HUVEC; AID 802; inhibition, % at 2 µM; 0.48% of 95,000 active; HUVEC TNFa-induced VCAM-1 immunofluorescence, high-content imaging;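 active means inhibition above the batch mean plus 3 SD, with images confirmed as a hit by eye, cut at about 37% in these data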;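 further: 0% = TNF-stimulated DMSO wells and 100% = unstimulated control wells; not every result past the cut was called active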
cytoskel mod – alters cytoskeleton assembly in HUVEC cells. HUVEC TNFa F-actin phalloidin imaging, high content. inhibition, % at 2 µM. 0.18% of 91,000 active. AID 836;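 active means inhibition above the batch mean plus 3 SD and confirmed as a hit by visual image inspection, cut at about 30% in these data, passing the limit was not always enough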; further: strong numbers were not always called active
IL1B cytotox – HUVEC cytotoxicity counter-screen, IL-1B stimulated; HUVEC cell count loss, Hoechst imaging; cell count reduction, % at 2 µM; 0.41% of 94,000 active; AID 845;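 active means cell count reduction more than 3 SD above the screen-wide mean, cut at about 70% in these data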;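 further: normalized per plate to untreated control cells as the no-loss baseline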
DAT uptake mod – human DAT dopamine uptake with cocaine, either direction; Q01959; LLC-PK1 hDAT cells, [14C]-dopamine uptake with cocaine IC80; actives deviate in either direction; AID 449768; 1.3% of 110,000 active; B-score at 10 µM;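 active means Z score or B-score, a plate-position-corrected score, falls beyond the plate's 99.7% confidence bounds, in either direction; inactive means both scores lie inside the 99.7% bounds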;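 further: scored against the spread of the other compound wells on the same plate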
TNFa cytotox – HUVEC cytotoxicity counter-screen, TNF alpha stimulated; cell count reduction, % at 2 µM; HUVEC TNFalpha-stimulated, Hoechst cell count, imaging; 0.17% of 93,000 active;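 active means cell count reduction exceeding the screen mean by over 5 SD, scaled to untreated wells per plate, cut at about 78% in these data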;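 further: cells counted after 24 h of TNF alpha exposure following the 1 h pretreatment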
Ecoli WT expand – growth inhibitors of E. coli BW25113 wild type | OD600 absorbance | growth inhibition, % at 100 µM | 0.15% of 98,000 active | AID 710;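 active means growth inhibition above about 50% at one test dose, limit read from the data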;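 further: growth measured after 20 h incubation at 37 °C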
PLK1 kinase inh – PLK1 (human) kinase inhibition; inhibition, % at 10 µM; AID 619; recombinant PLK1 kinase, TR-FRET peptide phosphorylation; 0.53% of 97,000 active;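 active means inhibition of 50% or more in the single-concentration screen; inactive means inhibition below 50%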;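 further: 0% = DMSO max control and 100% = H-89 dihydrochloride min control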
Starred values were filed as active, the others as inactive; x = no result given.

SMILES	PLK1 PBD inh	sEH inhibitor	VCAM1 TNFa inh	cytoskel mod	IL1B cytotox	DAT uptake mod	TNFa cytotox	Ecoli WT expand	PLK1 kinase inh
CCNC(=S)NNC(=O)c1ccccc1OC(F)F	-5.9	-7.3	-34.7	-4.8	3.1	0.996	-0.9	0.0	-10.0
CCSc1nnc([C@H](Cc2c[nH]c3ccccc23)NC(=O)OC(C)(C)C)o1	-27.0	8.0	-4.8	0.1	3.8	0.42	-16.9	-2.0	-10.2
Cc1cc(Cl)ccc1OCC(=O)OC(C)C(=O)NC(N)=O (stereo unspecified)	-15.3	-9.4	22.6	-3.9	10.9	0.732	-3.8	-14.0	-4.4
COCCOC(=O)C1=C(C)NC2=C(C(=O)CC(C)(C)C2)C1c1cc2c(cc1Br)OCO2 (stereo unspecified)	15.6	x	-2.8	38.2	1.0	-0.0724	-14.9	x	-0.8
CCCCn1c(SCC(=O)c2ccc(OC)c(OC)c2)nc2cc(S(N)(=O)=O)ccc21	8.0	7.7	14.7	-7.8	2.5	-0.67	6.5	-3.0	-6.0
Cc1ccc(C23CC4CC(CC(NC(=O)NC(C)(C)CO)(C4)C2)C3)cc1	-16.0	14.3	2.5	16.4	-5.4	-1.24	-12.9	-5.0	-9.9
Cc1ccc(S(=O)(=O)N(C)CC(=O)NC2CC(C)(C)NC(C)(C)C2)cc1	-6.8	4.4	-14.7	11.2	-15.7	-1.23	-38.6	5.0	-10.7
CN1CCN(C(=O)C(C(=O)c2ccc(F)cc2)n2ccccc2=O)CC1 (stereo unspecified)	29.2	8.2	17.7	11.2	-1.8	1.05	-14.9	-11.0	-4.7
CCN(c1ccccc1)S(=O)(=O)c1ccc(NC(=S)NC(=O)c2cccs2)cc1	1.2	43.0	-36.2	8.5	0.0	0.118	-34.9	-16.0	7.2
CCC(=O)N/C(=N/c1nc(C)cc(C)n1)Nc1ccc(OC)cc1	8.1	-6.0	11.2	-10.6	-3.9	1.11	12.8	x	-1.6
CCc1nnc(NC(=O)CSc2nc(-c3ccc(OC)cc3)ns2)s1	-8.2	6.6	4.4	2.5	-22.4	-0.074	-23.9	-10.0	-10.1
Nc1c(C(=O)NCc2ccc3c(c2)OCO3)nnn1-c1ccc(OC(F)(F)F)cc1	-22.6	10.3	1.1	2.7	-4.6	-0.926	-15.6	-4.0	-11.6
O=C(CCN1CCOCC1)Nc1ccc2c(c1)CCC2	5.7	-2.6	-5.3	8.3	-11.5	-1.7	-4.2	4.0	-3.0
Cc1ccc(S(=O)(=O)N(CCCO)Cc2cc3c(C)ccc(C)c3[nH]c2=O)cc1	-17.4	4.6	-8.0	11.6	11.2	1.99	-6.3	0.0	-9.9
COc1ccc(N2CCN(Cc3cc4c(cc3O)CCC4)CC2)cc1	12.0	-5.4	-2.8	-2.4	-13.6	-1.71	-4.8	5.0	-7.1
COCCCNC(=O)Cn1cc(C(=O)C2CC2)c2ccccc21	-1.4	-2.9	31.3	x	-8.8	0.129	-29.6	-9.0	0.5
c1ccc(-c2[nH]ncc2-c2nc3ccccc3[nH]2)cc1	0.8	0.8	9.0	x	-11.8	0.018	-14.2	6.0	-14.7
O=C(Nc1cccnc1)Nc1ccccc1Cl	-22.2	1.1	27.0	-19.5	-7.6	0.262	54.6	13.0	-0.8
COc1ccc(N(C(=O)c2ccc(Cl)cc2)C2=CC3CCC(C2)N3C)cc1 (stereo unspecified)	-1.2	4.2	-5.5	x	-3.9	-0.897	3.9	-6.0	4.8
C/C(=N\Nc1nc(C)cc(-c2ccccc2)n1)c1ccc(C)o1	-6.8	-9.1	-12.1	-29.5	21.8	0.826	11.6	10.0	-4.9
COCCn1c(-c2ccccc2F)n[nH]c1=S	18.9	5.4	13.1	-17.7	-16.0	-0.318	3.7	15.0	-1.6
CN(C)S(=O)(=O)c1ccc(N2CCCC2)c(C(=O)Nc2ccc(N3CCOCC3)cc2)c1	-16.3	2.5	34.5	7.0	0.3	0.285	-7.8	3.0	-11.0
COc1cc(C)nc(N2CCC(C(N)=O)CC2)n1	-10.7	0.3	0.4	-6.6	3.0	-0.257	-15.8	7.0	-16.9
CCCOc1ccc2c(C)c(CC(=O)OC)c(=O)oc2c1	0.1	37.0	-0.1	7.6	-39.7	-0.215	-1.5	5.0	-2.7

Just sEH inhibitor (7 entries from above):
SMILES,sEH inhibitor
COc1ccc(N2CCN(Cc3cc4c(cc3O)CCC4)CC2)cc1,-5.4
COCCCNC(=O)Cn1cc(C(=O)C2CC2)c2ccccc21,-2.9
c1ccc(-c2[nH]ncc2-c2nc3ccccc3[nH]2)cc1,0.8
O=C(Nc1cccnc1)Nc1ccccc1Cl,1.1
COc1ccc(N(C(=O)c2ccc(Cl)cc2)C2=CC3CCC(C2)N3C)cc1 (stereo unspecified),4.2
C/C(=N\Nc1nc(C)cc(-c2ccccc2)n1)c1ccc(C)o1,-9.1
COCCn1c(-c2ccccc2F)n[nH]c1=S,5.4

New compounds follow
SMILES	PLK1 PBD inh	sEH inhibitor	VCAM1 TNFa inh	cytoskel mod	IL1B cytotox	DAT uptake mod	TNFa cytotox	Ecoli WT expand	PLK1 kinase inh
C[C@H](NC(=O)Cn1cncn1)c1ccccc1	3.4	-21.3	3.4	-23.2	19.6	-1.33	-14.3	2.0	-5.9
CCCCCCc1cc2cc(-c3nnc(-c4ccccc4)o3)c(=O)oc2cc1O	-149.4	0.1	11.6	20.4	5.4	-0.192	-36.5	-15.0	8.6
CCN(c1cccc(C)c1)S(=O)(=O)c1c(C)[nH]c(=O)[nH]c1=O	9.6	1.0	10.6	-8.1	-8.5	-0.155	-11.3	0.0	-20.6
COCc1nc(-c2ccc(-c3ccccc3)nc2OC)no1	-10.1	-9.6	8.4	-6.8	-9.7	-0.17	-4.4	7.0	-9.0
CCc1[nH]c(=O)c(C#N)c2c1COC(C)(C)C2	1.9	-9.2	4.5	16.8	-0.3	-0.474	-3.3	3.0	-10.1
C(=C\c1ccccc1)/CN1CCN(Cc2ccc3c(c2)OCCO3)CC1	-2.9	17.7	-31.5	-6.2	-6.2	-0.774	x	6.0	-5.1
O=C(COc1ccc(/C=N/NC(=O)c2ccccc2)cc1)Nc1ccc([N+](=O)[O-])cc1	-18.3	9.2	-1.7	16.2	-5.1	-0.00963	-13.0	-10.0	-8.4
CCOc1cccc(Oc2ncccc2C(=O)/C(C#N)=C/N(C)C)c1	-7.2	-4.3	-12.5	-0.8	16.9	x	3.2	1.0	-1.6
COc1cccc(NC(=O)Cc2nnc(SCC(=O)NC(C)c3ccccc3)n2C)c1 (stereo unspecified)	6.6	14.7	3.8	-4.3	0.0	0.518	-17.9	5.0	0.7
CCCc1cc(=O)[nH]c(SCC(=O)N2CCN(S(=O)(=O)c3ccc(C)cc3)C2)n1	-9.1	3.0	13.5	-10.1	-10.4	0.232	-40.3	2.0	-4.7
Cc1ccc(C)c(S(=O)(=O)Nc2ccccc2C(=O)Nc2ccccc2N2CCOCC2)c1	-20.1	11.8	2.0	-3.4	-15.9	-0.695	-3.9	-15.0	-16.8
O=C(Nc1ccccc1C(=O)NCc1ccco1)c1ccco1	-40.2	x	5.5	-1.3	-18.6	-0.331	-12.9	4.0	6.5
COC(=O)CNC(=O)c1c(-c2ccccc2Cl)noc1C	-25.5	4.8	5.5	14.9	-18.7	0.175	-35.3	-8.0	-4.3
Cc1ccc(C(=O)/C=C/c2ccc(-c3ccccc3[N+](=O)[O-])o2)cc1	-28.3	9.4	12.5	7.8	-6.2	0.304	-11.5	-23.0	-15.5
Cc1ccccc1NC(C)C(=O)N/N=C/c1ccccc1OCc1cccc(Br)c1 (stereo unspecified)	34.7	-5.3	-6.9	-16.0	-16.9	-0.371	5.8	-24.0	-10.5
O=C(COC(=O)c1cccc(NC(=O)c2ccco2)c1)c1ccc(Br)cc1	-1.5	0.1	1.7	23.1	-17.5	-0.428	-25.0	-2.0	-7.9
O=C(NC(=S)Nc1ccc2c(c1)OCO2)c1ccccc1	-19.7	2.9	13.0	7.3	-23.6	-0.229	-9.2	-10.0	-1.4
COc1ccc(-n2c(SCC#N)nc3ccccc3c2=O)cc1	-22.2	-13.3	10.8	18.1	-71.8	-0.178	-32.5	0.0	-5.2
O=C(Nn1cnnc1)c1ccc(F)c(S(=O)(=O)N2CCCCC2)c1	7.9	-8.6	-4.2	6.7	16.3	-0.279	-17.6	-2.0	-3.4
COc1ccc(C(=O)N2CCN(Cc3cc(OC)c(O)c(OC)c3)CC2)cc1OC	-10.1	-16.2	-13.6	16.6	-22.5	-0.0176	-30.0	6.0	-8.5
CN(C)CCNCc1ccc(OC2CCCC2)cc1	-25.2	-9.3	-18.3	3.7	-10.2	-0.862	-24.4	8.0	-2.2
CCOc1ccc(NCc2cc3c(C(C)(C)C)nn(-c4ccccc4)c3[nH]c2=O)cc1	-26.2	4.8	9.1	-0.1	-12.8	-0.772	-4.0	-9.0	-6.4
O=C(Nc1ccccc1N1CCOCC1)c1ccc2ccccc2n1	-17.7	2.0	22.8	18.7	-8.2	-0.277	-34.4	-7.0	-2.5
O=C(c1ccc2ncsc2c1)N1CCN(c2ccc(O)cc2)CC1	14.2	-7.8	3.3	10.3	-3.1	0.72	-15.0	0.0	-11.8
Cc1cc2oc(C(=O)N(Cc3ccco3)C3CCS(=O)(=O)C3)cc(=O)c2cc1Cl (stereo unspecified)	-32.0	3.4	5.9	x	1.0	0.242	-19.6	1.0	-10.5
CCn1c(C)[n+](CC(O)COCC2CC=CCC2)c2ccccc21 (stereo unspecified)	-19.4	0.0	7.8	x	-3.3	2.02	-14.2	-3.0	-0.7

An excerpt from above in order of formula weight, largest number first:
SMILES	PLK1 PBD inh	sEH inhibitor	VCAM1 TNFa inh	cytoskel mod	IL1B cytotox	DAT uptake mod	TNFa cytotox	Ecoli WT expand	PLK1 kinase inh
CCc1nnc(NC(=O)CSc2nc(-c3ccc(OC)cc3)ns2)s1	-8.2	6.6	4.4	2.5	-22.4	-0.074	-23.9	-10.0	-10.1
CCCOc1ccc2c(C)c(CC(=O)OC)c(=O)oc2c1	0.1	37.0	-0.1	7.6	-39.7	-0.215	-1.5	5.0	-2.7
O=C(CCN1CCOCC1)Nc1ccc2c(c1)CCC2	5.7	-2.6	-5.3	8.3	-11.5	-1.7	-4.2	4.0	-3.0
